Assay outcomes from PubChem BioAssay.
PABP1 MLLE inh: inhibitors of PABP1 MLLE–PAM2 peptide binding, primary screen, biochemical, fluorescence polarization, FITC-PAM2, GST-MLLE | Polyadenylate-binding protein 1 (Homo sapiens), P11940 | inhibition, % at 20 µM | 0.36% of 360,000 active | AID 588489, 2011; in the data active means inhibition above about 35%, passing the limit was not always enough;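 further: plate controls were DMSO wells with GST-MLLE for no effect and wells lacking GST-MLLE protein for full effect; some results filed as inactive read as strong as hits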
MT1-MMP act inh: blockers of MT1-MMP proenzyme processing, primary screen, HT1080 RFP-PRO-GFP cells, GFP/RFP fluorescence. GFP/RFP ratio fluorescence, overnight; percent of plate control window, DMSO zero. 0.061% of 360,000 active. GFP/RFP ratio change, % at 20 µM. Matrix metalloproteinase-14 (Homo sapiens), P50281;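 active means GFP/RFP ratio change of at least 30% with cell ATP level not reduced by more than half and red fluorescence within 50% of control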; further: strong numbers were not always called active
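Test system: HT1080 RFP-PRO-GFP cells; Benchmarks: DMSO and RFP-L50D-GFP cell wells; Timing: cells overnight before dosing, compound overnight, 37 °C, 5% CO2; Compound: one 20 µM compound dose with 1% DMSO; Read-out: GFP/RFP fluorescence ratio.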
SKN-1 inh: suppressors of acrylamide-induced Pgst-4::GFP reporter in worms, primary screen, SKN-1 inhibitor project, whole organism, uHTS, GFP/RFP fluorescence ratio, strain VP596. C. elegans VP596 Pgst-4::GFP/RFP ratio, 24 h. 0.49% of 360,000 active. inhibition, % at 21.8 µM;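 active means interference check ratio from 0.5 to 1.5 plus GFP to RFP signal ratio inhibition reaching or exceeding a fixed threshold, cut at about 30% in these data, passing the limit was not always enough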; further: some compounds called inactive have numbers as strong as hits
NadD block: inhibitors of S. aureus NadD, primary screen, biochemical, colorimetric, uHTS; Nicotinate-nucleotide adenylyltransferase NadD (Staphylococcus aureus N315); purified NadD enzyme, colorimetric absorbance read-out; AID 602399, 2012; inhibition, % at 20 µM; 0.78% of 360,000 active; in the data active means inhibition above about 26%; further: some compounds past the cut are filed as inactive
Rpn11 inh: Rpn11 (PSMD14) deubiquitinase inhibitors, primary screen, biochemical, fluorescence polarization, uHTS | 26S proteasome non-ATPase regulatory subunit 14 (Homo sapiens), O00487 | 0.59% of 360,000 active | human 26S proteasome, Ub4-pepOG fluorescence polarization; 20S core pre-blocked with epoxomicin | calls only at 20 µM;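 active means inhibition at 20 µM, scaled to each plate's controls, above about 33%, limit read from the data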
Target sequence (O00487 whole entry, looked up): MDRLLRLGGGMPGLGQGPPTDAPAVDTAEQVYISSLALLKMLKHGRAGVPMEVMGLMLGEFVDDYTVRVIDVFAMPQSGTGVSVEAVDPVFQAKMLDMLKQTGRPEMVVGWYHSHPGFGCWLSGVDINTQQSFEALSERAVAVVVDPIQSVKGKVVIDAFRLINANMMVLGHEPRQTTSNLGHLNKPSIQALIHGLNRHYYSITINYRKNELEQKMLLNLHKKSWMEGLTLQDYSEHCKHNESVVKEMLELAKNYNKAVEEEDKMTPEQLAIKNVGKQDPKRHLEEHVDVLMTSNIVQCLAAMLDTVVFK
CSN inh: inhibitors of CSN-mediated cullin deneddylation, primary screen, biochemical, fluorescence polarization, uHTS; inhibition, % at 12.5 µM; 0.38% of 360,000 active; Purified CSN, SCF-Nedd8-OG deneddylation;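 active means pattern-corrected inhibition above about 35%, with an unprinted fluorescence ratio check between 0.5 and 1.5, limit read from the data, passing the limit was not always enough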;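 further: 0% = enzyme with substrate and 100% = substrate without enzyme; some results filed as inactive read as strong as hits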
Target sequence (Q92905 whole entry, looked up, one chain of several): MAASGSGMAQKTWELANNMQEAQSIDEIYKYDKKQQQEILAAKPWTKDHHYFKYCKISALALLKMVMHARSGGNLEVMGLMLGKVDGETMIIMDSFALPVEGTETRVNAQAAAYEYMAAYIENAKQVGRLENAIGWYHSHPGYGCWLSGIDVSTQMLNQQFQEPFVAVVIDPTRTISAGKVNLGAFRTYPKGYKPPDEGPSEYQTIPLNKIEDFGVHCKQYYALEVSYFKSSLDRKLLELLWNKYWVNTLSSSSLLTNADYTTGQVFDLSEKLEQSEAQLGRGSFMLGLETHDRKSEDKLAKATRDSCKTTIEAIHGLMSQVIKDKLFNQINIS
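Material: human Csn5 produced in HEK293T cells; Input: enzyme 0.24 nM; Reagent: SCFSkp2-Nedd8OG substrate at 10 nM final; Dosing: 12.5 µM compound; Incubation: 90 min reaction at room temperature; Detection: fluorescence polarization of the substrate; Evaluation: % inhibition of substrate cleavage by Csn5; Control set: substrate-only high control, full reaction low control.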
FAS TE block: FAS thioesterase domain inhibitors, primary screen, biochemical, fluorescence intensity, uHTS. 0.67% of 360,000 active. inhibition, % at 15 µM. recombinant FAS-TE, OMFH fluorogenic substrate, fluorescence endpoint;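 active means compounds whose normalised, plate-corrected inhibition of enzyme fluorescence in the single-dose primary screen is 50% or more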;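 further: 0% = DMSO with enzyme and 100% = substrate without enzyme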
Rin1 Abl inh: inhibitors of Rin1-Abl protein binding, primary screen, biochemical, TR-FRET. Tyrosine-protein kinase ABL1 (Homo sapiens) + Ras and Rab interactor 1 (Homo sapiens), …. inhibition, % at 7.35 µM. 0.4% of 360,000 active; in the data active means inhibition above about 5%, passing the limit was not always enough
Neddyl block: inhibitors of cullin neddylation, primary screen, biochemical, TR-FRET, uHTS, NAE and Ubc12; 0.58% of 360,000 active; NEDD8-conjugating enzyme Ubc12 (Homo sapiens) + NEDD8-activating enzyme E1 regulatory …; calls only at 25 µM; AID 651699, 2012; in the data active means inhibition above about 36%
Active calls of the source: *.

`CC(OC(=O)C(C)N1C(=O)C2C3C=CC(C4CC34)C2C1=O)C(=O)c1ccccc1` (stereo not drawn) gave PABP1 MLLE inh 2, MT1-MMP act inh -1, SKN-1 inh 5, NadD block -5, Rpn11 inh inactive, CSN inh -10, FAS TE block -6, Rin1 Abl inh 1 and Neddyl block inactive.
`COc1cc(C(=O)NCC(=O)NCC2COc3ccccc3O2)cc(OC)c1OC` (stereo not drawn) gave PABP1 MLLE inh -4, MT1-MMP act inh 0, SKN-1 inh 6, NadD block 0, Rpn11 inh inactive, CSN inh -4, FAS TE block -9, Rin1 Abl inh -2 and Neddyl block inactive.
Screening CCCC1(CCC)NC(=O)N(CC(=O)N2CCN(C(=O)c3ccco3)CC2)C1=O returned PABP1 MLLE inh 9, MT1-MMP act inh -6, SKN-1 inh 16, NadD block 1, Rpn11 inh inactive, CSN inh -1, FAS TE block 0, Rin1 Abl inh 3 and Neddyl block inactive.
CC(=O)NNc1nc(-c2ccccc2)c2cc(Br)ccc2n1 was read as PABP1 MLLE inh -11, MT1-MMP act inh 1, SKN-1 inh 7, NadD block -8, Rpn11 inh inactive, CSN inh 6, FAS TE block -5, Rin1 Abl inh 3 and Neddyl block inactive.
CC(=O)Nc1cccc(-c2csc(C(O)c3ccc(F)cc3)n2)c1 (stereo not drawn) was read as PABP1 MLLE inh 0, MT1-MMP act inh 5, SKN-1 inh 9, NadD block -4, Rpn11 inh inactive, CSN inh 5, FAS TE block -5, Rin1 Abl inh -1 and Neddyl block inactive.
For Cc1ccccc1S(=O)(=O)N(C)C[C@H]1OCc2cn(nn2)CCCC(=O)N([C@H](C)CO)C[C@@H]1C the results were PABP1 MLLE inh 16, MT1-MMP act inh 5, SKN-1 inh -1, NadD block 1, Rpn11 inh inactive, CSN inh 1, FAS TE block -5, Rin1 Abl inh 7 and Neddyl block inactive.
For CC(C)C[C@@H]1COc2cc(N3CCSCC3)ccc2S(=O)(=O)N1 the results were MT1-MMP act inh 6, SKN-1 inh -9, NadD block -3, CSN inh 0, FAS TE block -4 and Neddyl block inactive.
Screening Cc1cc(C(=O)Cn2nc(C(=O)O)c3ccccc3c2=O)c(C)n1CC(F)(F)F returned PABP1 MLLE inh -10, MT1-MMP act inh 2, SKN-1 inh -8, NadD block 0, Rpn11 inh inactive, CSN inh -3, FAS TE block -8, Rin1 Abl inh -1 and Neddyl block inactive.
CC1CCCN(S(=O)(=O)c2ccc(S(=O)(=O)NC(C)c3cccs3)cc2)C1 (stereo not drawn) was read as PABP1 MLLE inh -3, MT1-MMP act inh -11, SKN-1 inh 8, NadD block -5, Rpn11 inh inactive, CSN inh -3, FAS TE block 13, Rin1 Abl inh 0 and Neddyl block inactive.
`O=C(Cc1cccc(NC(=O)C2CCCN(C(=O)CCc3ccccc3)C2)c1)Nc1cccc(C(=O)N2CCCCC2)c1` (stereo not drawn) gave PABP1 MLLE inh 17, MT1-MMP act inh 1, SKN-1 inh -3, NadD block 4, Rpn11 inh inactive, CSN inh 1, FAS TE block -5, Rin1 Abl inh -3 and Neddyl block inactive.
`O=C(O)c1ccc(Nc2c3ccccc3nc3ccccc23)cc1` gave PABP1 MLLE inh 4, MT1-MMP act inh 4, SKN-1 inh -4, NadD block -2, Rpn11 inh inactive, CSN inh 3, FAS TE block -3 and Rin1 Abl inh 1.
`O=C(Nc1ccc(N2CCOCC2)cc1)C1CCCN(S(=O)(=O)c2ccccc2)C1` (stereo not drawn) gave PABP1 MLLE inh 0, MT1-MMP act inh 2, SKN-1 inh 6, NadD block -2, Rpn11 inh inactive, CSN inh 1, FAS TE block -7, Rin1 Abl inh 5 and Neddyl block inactive.

Five entries from above, sorted by molecular weight, largest number first:
CC1CCCN(S(=O)(=O)c2ccc(S(=O)(=O)NC(C)c3cccs3)cc2)C1 (stereo not drawn) was read as PABP1 MLLE inh -3, MT1-MMP act inh -11, SKN-1 inh 8, NadD block -5, Rpn11 inh inactive, CSN inh -3, FAS TE block 13, Rin1 Abl inh 0 and Neddyl block inactive.
Screening CCCC1(CCC)NC(=O)N(CC(=O)N2CCN(C(=O)c3ccco3)CC2)C1=O returned PABP1 MLLE inh 9, MT1-MMP act inh -6, SKN-1 inh 16, NadD block 1, Rpn11 inh inactive, CSN inh -1, FAS TE block 0, Rin1 Abl inh 3 and Neddyl block inactive.
`CC(OC(=O)C(C)N1C(=O)C2C3C=CC(C4CC34)C2C1=O)C(=O)c1ccccc1` (stereo not drawn) gave PABP1 MLLE inh 2, MT1-MMP act inh -1, SKN-1 inh 5, NadD block -5, Rpn11 inh inactive, CSN inh -10, FAS TE block -6, Rin1 Abl inh 1 and Neddyl block inactive.
CC(=O)NNc1nc(-c2ccccc2)c2cc(Br)ccc2n1 was read as PABP1 MLLE inh -11, MT1-MMP act inh 1, SKN-1 inh 7, NadD block -8, Rpn11 inh inactive, CSN inh 6, FAS TE block -5, Rin1 Abl inh 3 and Neddyl block inactive.
`O=C(O)c1ccc(Nc2c3ccccc3nc3ccccc23)cc1` gave PABP1 MLLE inh 4, MT1-MMP act inh 4, SKN-1 inh -4, NadD block -2, Rpn11 inh inactive, CSN inh 3, FAS TE block -3 and Rin1 Abl inh 1.

(continued)
Screening O=c1[nH]c(Cc2cccc(C(F)(F)F)c2)nc2ccccc12 returned PABP1 MLLE inh 2, MT1-MMP act inh 1, SKN-1 inh -4, NadD block -3, Rpn11 inh inactive, CSN inh -1, FAS TE block 2, Rin1 Abl inh 2 and Neddyl block inactive.
Cc1cc(Br)ccc1NC(=O)CNC(=O)COc1ccccc1C was read as PABP1 MLLE inh -3, MT1-MMP act inh 2, SKN-1 inh -9, NadD block -3, Rpn11 inh inactive, CSN inh 3, FAS TE block -4, Rin1 Abl inh -3 and Neddyl block inactive.
Cc1ccc(-c2nc3ncccn3c2Nc2ccc3c(c2)OCCO3)cc1 was read as PABP1 MLLE inh 11, MT1-MMP act inh -1, SKN-1 inh 2, NadD block 0, Rpn11 inh inactive, CSN inh 5, FAS TE block 6, Rin1 Abl inh 1 and Neddyl block inactive.
`CN(Cc1ccc(-n2cccn2)cc1)Cc1cn(C)nc1-c1ccccc1F` gave PABP1 MLLE inh 6, MT1-MMP act inh -1, SKN-1 inh -13, NadD block -10, Rpn11 inh inactive, CSN inh -2, FAS TE block -9, Rin1 Abl inh 5 and Neddyl block inactive.
Screening Cc1cc(C)cc(N(C(C)C(=O)N2CCCCC2)S(C)(=O)=O)c1 (stereo not drawn) returned PABP1 MLLE inh -2, MT1-MMP act inh 6, SKN-1 inh -2, NadD block 2, Rpn11 inh inactive, CSN inh 5, FAS TE block -5, Rin1 Abl inh 5 and Neddyl block inactive.
Screening O=C(CN1c2cccc3cccc(c23)S1(=O)=O)NCCc1ccc(F)cc1 returned PABP1 MLLE inh -3, MT1-MMP act inh -2, SKN-1 inh -3, NadD block -4, Rpn11 inh inactive, CSN inh 4, FAS TE block 9 and Rin1 Abl inh 4.
Screening COc1cccc(NC(=O)CN(C)C(=O)CC2CC3CCC2C3)c1 (stereo not drawn) returned PABP1 MLLE inh -5, MT1-MMP act inh 5, SKN-1 inh 17, NadD block -4, Rpn11 inh inactive, CSN inh 0, FAS TE block -2, Rin1 Abl inh 3 and Neddyl block inactive.
Screening C/C=C/C(=O)Nc1ccccc1Br returned PABP1 MLLE inh 1, MT1-MMP act inh -4, SKN-1 inh 3, NadD block -1, Rpn11 inh inactive, CSN inh 0, FAS TE block -6, Rin1 Abl inh -1 and Neddyl block inactive.
For O=C(Nc1cc(Br)ccc1O)c1cnn2c(C(F)F)cc(C3CC3)nc12 the results were PABP1 MLLE inh -11, MT1-MMP act inh 0, SKN-1 inh 1, NadD block 2, Rpn11 inh inactive, CSN inh -1, FAS TE block -2, Rin1 Abl inh -1 and Neddyl block inactive.
Screening COc1cccc(NC(=O)CN(C)CC(=O)Nc2ccc(C)c(S(=O)(=O)N3CCOCC3)c2)c1 returned PABP1 MLLE inh 2, MT1-MMP act inh 0, SKN-1 inh 7, NadD block 9, Rpn11 inh inactive, CSN inh 2, FAS TE block -1, Rin1 Abl inh 1 and Neddyl block inactive.
Screening O=C(Oc1ccc(-c2nnco2)cc1)c1ccc(Br)o1 returned PABP1 MLLE inh -37, MT1-MMP act inh 0, SKN-1 inh 7, NadD block -2, Rpn11 inh inactive, CSN inh -1, FAS TE block 7, Rin1 Abl inh 3 and Neddyl block inactive.
`NNC(=O)C12CC3CC(C1)CC(n1ncnn1)(C3)C2` gave PABP1 MLLE inh -9, MT1-MMP act inh 5, SKN-1 inh 9, NadD block 3, Rpn11 inh inactive, CSN inh -9, FAS TE block -10, Rin1 Abl inh 5 and Neddyl block inactive.
Screening O=C1SC(c2ccccc2)=C/C1=C\N1CCCCC1 returned PABP1 MLLE inh 26, MT1-MMP act inh -2, SKN-1 inh 7, NadD block 2, Rpn11 inh inactive, CSN inh 3, FAS TE block 2, Rin1 Abl inh -2 and Neddyl block inactive.
For Cc1ccc(C(=O)CCC(=O)OCC(=O)Nc2ccc3[nH]c(=O)[nH]c3c2)cc1 the results were PABP1 MLLE inh -18, MT1-MMP act inh -2, SKN-1 inh -1, NadD block -6, Rpn11 inh inactive, CSN inh -10, FAS TE block -6, Rin1 Abl inh 4 and Neddyl block inactive.
`O=C(c1ccco1)N1CCN(c2ncnc3c2[nH]c2ccc(Br)cc23)CC1` gave PABP1 MLLE inh 1, MT1-MMP act inh 11, SKN-1 inh -17, NadD block 16, Rpn11 inh inactive, CSN inh -1, FAS TE block 2, Rin1 Abl inh -3 and Neddyl block inactive.
`O=C(Cn1c(C2CC2)nc2ccccc2c1=O)Nc1ccc(Br)cc1` gave PABP1 MLLE inh -15, MT1-MMP act inh 4, SKN-1 inh 5, NadD block -4, Rpn11 inh inactive, CSN inh 3, FAS TE block -3, Rin1 Abl inh 10 and Neddyl block inactive.
COc1ccc(NC2c3ccccc3C(=O)N2Cc2ccco2)cc1OC (stereo not drawn) was read as PABP1 MLLE inh -1, MT1-MMP act inh 1, SKN-1 inh 1, NadD block -1, Rpn11 inh inactive, CSN inh -5, FAS TE block -5, Rin1 Abl inh -3 and Neddyl block inactive.
COc1ccc(C(C(=O)NC2CCCCC2)N(Cc2ccco2)C(=O)c2snc(C(N)=O)c2N)cc1 (stereo not drawn) was read as PABP1 MLLE inh 4, MT1-MMP act inh -2, SKN-1 inh -14, NadD block -5, Rpn11 inh inactive, CSN inh -1, FAS TE block 4, Rin1 Abl inh 0 and Neddyl block inactive.
